Screens deposited in PubChem by several laboratories.
PMI act hi M6P: activators of human phosphomannose isomerase at near-saturating mannose 6-phosphate. coupled PMI enzyme assay, resazurin fluorescence, 20 min; active compounds read high; 1 = untreated enzyme, 0 = substrate-free blank. activation factor at 20 µM. actives 0.34% (n = 190,000). AID 1216;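 active means activation factor of 2 or more at 20 µM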
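Test system – human PMI in coupled enzyme assay · Timing – 20 min incubation at room temperature · Detection – Diaphorase-driven resazurin-to-resorufin fluorescence, excitation 544, emission 590 nm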
S1P3 antagonist: S1P3 (human) receptor antagonism. actives 0.27% (n = 170,000). CHO S1P3 NFAT-BLA reporter, FRET fluorescence, antagonist mode. Q99500. inhibition, % at 4.98 µM;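 active means inhibition above the plate cutoff, the mean inhibition of test wells on that plate plus 3 SD, cut at about 28% in these data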;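 further: cells challenged with S1P at its EC80 of 0.8 µM; blue over green emission ratio from cleaved BLA substrate after 4 h stimulation; 0% = S1P-stimulated wells and 100% = unstimulated DMSO-only wells; some compounds past the cut are filed as inactive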
PPARg SRC3 recr: agonists of human PPARgamma SRC-3 coactivator recruitment; actives 0.26% (n = 200,000); activation, % at 8 µM; P37231; AID 731; biochemical PPARgamma/SRC-3 coactivator recruitment assay; in the data active means activation above about 23%;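 further: 0% = DMSO and 100% = reference agonist; some compounds past the cut are filed as inactive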
Target sequence (P37231 whole entry, looked up): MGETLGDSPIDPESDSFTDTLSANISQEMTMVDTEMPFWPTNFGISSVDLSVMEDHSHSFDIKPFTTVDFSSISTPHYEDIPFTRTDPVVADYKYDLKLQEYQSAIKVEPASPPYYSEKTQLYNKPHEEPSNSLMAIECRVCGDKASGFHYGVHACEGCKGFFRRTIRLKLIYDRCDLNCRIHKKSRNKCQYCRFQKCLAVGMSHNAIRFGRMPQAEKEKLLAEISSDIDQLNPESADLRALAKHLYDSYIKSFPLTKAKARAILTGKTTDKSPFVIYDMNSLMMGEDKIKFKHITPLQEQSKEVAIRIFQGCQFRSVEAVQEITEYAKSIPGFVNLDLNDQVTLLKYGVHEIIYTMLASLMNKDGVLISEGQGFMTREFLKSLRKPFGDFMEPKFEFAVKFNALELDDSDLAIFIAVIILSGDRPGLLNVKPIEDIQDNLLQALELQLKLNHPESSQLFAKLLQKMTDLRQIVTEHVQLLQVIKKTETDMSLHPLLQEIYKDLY
PPARg SRC-1 ag: PPARgamma-driven SRC-1 recruitment agonism | PPARgamma-SRC-1 coactivator recruitment biochemical assay | activation, % at 8 µM | actives 0.41% (n = 200,000); in the data active means activation above about 19%;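 further: 0% = DMSO and 100% = reference agonist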
ROMK primary: modulates human ROMK potassium channel activity | P48048 | Tet-inducible ROMK, thallium flux fluorescence; actives lie on both sides | B-score at 10 µM | actives 2% (n = 130,000) | AID 1918;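 active means signal ratio slope over the read window, or its plate-corrected B-score, at least 3 SD from the plate mean, either direction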;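 further: B-score of the F/F0 ratio slope over 7 to 12 s after thallium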
Target sequence (P48048 whole entry, looked up): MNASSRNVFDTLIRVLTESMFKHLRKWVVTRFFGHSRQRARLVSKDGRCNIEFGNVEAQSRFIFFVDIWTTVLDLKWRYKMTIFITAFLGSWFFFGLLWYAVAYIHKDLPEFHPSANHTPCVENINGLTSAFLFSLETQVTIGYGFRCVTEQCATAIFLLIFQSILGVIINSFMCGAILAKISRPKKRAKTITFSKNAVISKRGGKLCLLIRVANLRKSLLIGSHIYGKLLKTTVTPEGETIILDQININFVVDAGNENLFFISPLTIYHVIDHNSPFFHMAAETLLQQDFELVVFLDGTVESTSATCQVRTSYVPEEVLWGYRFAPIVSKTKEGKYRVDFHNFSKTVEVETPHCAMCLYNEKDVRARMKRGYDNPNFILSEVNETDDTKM
Diaphorase act: activates diaphorase or chemically reduces, flagging diaphorase assay artifacts. Diaphorase/resazurin coupled assay, resorufin fluorescence, 16 min; active compounds read high; 1 = vehicle wells, 0 = NADH-free wells. activation factor at 20 µM. actives 0.005% (n = 190,000). AID 1229;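 active means diaphorase activity raised at least twofold by the compound at 20 µM; inactive means activation factor below 2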
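test system = bacterial diaphorase enzyme (C. kluyveri) | quantity = enzyme 0.07 U/mL final | reagent = NADH substrate 0.114 mM plus resazurin dye 0.1 mM, final | incubation = 16 min enzyme reaction, ambient temperature | buffer or medium = HEPES pH 7.4 buffer with MgCl2 and Tween 20 | signal = fluorescence of resorufin, 544 nm excitation, 590 nm emission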
PPARg SRC-2 ag: PPARgamma-driven SRC-2 recruitment agonism. activation, % at 8 µM. PPARgamma LBD-SRC-2 recruitment, biochemical. actives 0.34% (n = 200,000). AID 1032; in the data active means activation above about 22%;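 further: 0% = vehicle and 100% = reference agonist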
G6PDH counter: counter-screen for G6PDH assay hits: L. mesenteroides G6PDH inhibition; actives 0.12% (n = 200,000); Purified L. mesenteroides G6PDH, diaphorase/resazurin coupled fluorescence, 45 min; AID 1020; inhibition, % at 5 µM; in the data active means inhibition above about 50%
PMI act: increases human mannose-6-phosphate isomerase activity | P34949 | purified human PMI, coupled resazurin fluorescence, 20 min; active compounds read high; 1 = vehicle control, 0 substrate-free wells | activation factor at 20 µM | actives 0.005% (n = 190,000) | AID 1214;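 active means activation factor of 2 or more at 20 µM, relative to plate controls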
Diaph inh CS: inhibits diaphorase or chemically oxidizes, flagging diaphorase assay artifacts; inhibition, % at 20 µM; actives 0.69% (n = 190,000); diaphorase resazurin-to-resorufin fluorescence, NADH, 16 min; bacterial (C. kluyveri) enzyme, not human; AID 1217;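 active means primary screen inhibition at 20 µM above a set limit, cut at about 50% in these data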;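 further: plate controls were DMSO with full reaction for no effect and wells lacking NADH for full effect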
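System: Diaphorase enzyme from Clostridium kluyveri | Amount: Enzyme working solution with 0.14 U/mL diaphorase | Benchmarks: No-NADH positive control and DMSO neutral control | Signal: Fluorescence of resorufin formed from resazurin, Ex 544/Em 590 nm | Schedule: 16-min room-temperature incubation before reading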
SRC2 TRFRET art: flags TR-FRET format artefacts in PPARgamma SRC-2 recruitment agonist screen. AID 1049. TR-FRET artefact counter-screen; active compounds read high. TR-FRET ratio at 8 µM. actives 0.4% (n = 200,000); in the data active means TR-FRET ratio above about 2000; further: inactives centre near 1500
* hit, by the source's call; x = not tested or not shown.

SMILES	PMI act hi M6P	S1P3 antagonist	PPARg SRC3 recr	PPARg SRC-1 ag	ROMK primary	Diaphorase act	PPARg SRC-2 ag	G6PDH counter	PMI act	Diaph inh CS	SRC2 TRFRET art
COc1ccc(C(C(=O)NC2CCCCC2)N(C(=O)Cc2c[nH]c3ccccc23)c2ccccc2C)cc1OC (stereo not given)	0.9	-9	0	-5	-0.82	0.8	-3	10	0.8	16	1515
COc1ccc(S(=O)(=O)Nc2nccs2)cc1OC	1.1	-5	1	1	-0.028	1.3	7	6	1.1	-25	1549
O=C(/C=C/NNC(=O)c1ccc(Cl)cc1)c1ccccc1	0.9	-18	5	9	0.96	0.9	14	-5	1	11	1528
Cn1c(-c2ccc([N+](=O)[O-])cc2)nc2ccccc21	1.1	-14	-6	1	-0.058	1	0	3	1.1	2	1442
CC(C)CCn1c(Br)nc2c1c(=O)n(CC(N)=O)c(=O)n2C	1	-3	-7	2	x	0.9	0	6	1.1	14	1514
Cc1cccc(Oc2sc(C(=O)c3ccccc3)c(N)c2C#N)c1	0.9	x	-2	10	x	0.8	3	7	0.9	18	1615
O=S1(=O)C=C(Sc2nc3ccccc3s2)c2ccccc21	1.2	6	1	-2	x	0.8	-5	6	1	18	1458
CC(=O)Oc1ccc(NC(=O)CSc2ccccc2)cc1	0.9	-29	-4	-4	-0.39	0.9	-5	4	0.9	10	1439
Cc1c(Cl)c([N+](=O)[O-])nn1CCCC(=O)NC1CCCCC1	1.1	-3	4	0	x	0.9	5	2	1.1	9	1601
CCN(CC)C(=O)CSc1nnc(COc2ccccc2)n1CC	1	x	4	2	x	0.9	6	6	1	7	1646
COc1ccc(N2CCN(C(=O)c3ccc(CSc4ccccc4)cc3)CC2)cc1	0.8	0	-3	3	1.7	0.8	-4	18	0.8	22	1412
Cn1cnnc1SCNC(=O)C(F)(F)F	1.1	-16	-5	1	0.037	0.9	1	5	1.1	9	1596
C=CCN1C(=O)CSc2ccc(C(=O)N3CCC(C)CC3)cc21	0.9	x	-3	1	x	0.8	1	9	0.9	19	1625
CN1Cc2ccccc2N(CC(=O)NCc2ccccc2)C1=O	1	6	-1	-1	-0.33	1	-1	7	1	3	1735
Cc1ccc2nc(Cn3cc(C(F)(F)F)ccc3=O)cc(=O)n2c1	1	-5	-2	-5	0.59	1	-2	6	1	3	1596
C=CCn1c(C(C)NC(=O)c2cccs2)n[nH]c1=S (stereo not given)	1	-9	6	2	0.73	1	0	4	1	2	1593
CNC(=S)Nc1ccc(Nc2ccccc2)cc1	0.9	x	3	4	x	0.9	17	9	1	12	1762
Cc1ccc(S(=O)(=O)N(C)C)cc1NC(=O)COC(=O)c1ccc2c(c1)OCCO2	1	-11	4	13	-0.43	1	12	-4	1	4	1508
CC1(C)CC(=O)C(=Cc2cn(-c3ccccc3)nc2-c2ccc(Cl)cc2)C(=O)C1	0.9	x	-1	2	x	0.8	-2	7	0.9	21	1508
S=C(NCc1ccco1)N1CCN(c2nc(-c3ccccc3)cs2)CC1	1	14	2	3	0.23	0.8	-1	1	0.9	25	1527
COc1cc(C(=S)N2CCC(C)CC2)ccc1O	1	x	14	4	0.045	1	0	15	0.9	0	1384
NC(=O)CSCc1nc2ccccc2s1	1.1	x	8	3	-0.22	1	2	2	1.1	-3	1665
COc1ccc(OCC(O)Cn2cnc(-c3ccc(Br)cc3)c2)cc1 (stereo not given)	0.9	x	2	1	-1.5	0.8	13	2	0.9	20	1640
COc1ccc(-c2nnc(SCC(=O)NCc3ccco3)n2C)cc1	0.9	-28	-8	-5	x	0.8	1	0	0.8	18	1528
CCOC(=O)c1ccc(CN(Cc2ccccc2)S(=O)(=O)c2cccc([N+](=O)[O-])c2)cc1	0.9	9	3	-1	x	0.9	3	5	0.8	14	1474
Additional records.
SMILES	PMI act hi M6P	S1P3 antagonist	PPARg SRC3 recr	PPARg SRC-1 ag	ROMK primary	Diaphorase act	PPARg SRC-2 ag	G6PDH counter	PMI act	Diaph inh CS	SRC2 TRFRET art
COc1ccc(Cn2c(SCc3ccc(C)cc3)nc3cc(OC)c(OC)cc3c2=N)cc1Cl	1	x	9	-1	x	1.6	-3	-24	0.9	-58	1653
N#Cc1c(NC(=O)CSc2nc(-c3ccco3)cc(C(F)(F)F)n2)sc2c1CCCC2	0.9	12	2	4	x	0.8	11	-40	0.9	19	1717
COc1ccc(C(=O)CSc2nnc(CNc3ccc(C)cc3C)o2)cc1	0.9	-2	1	4	-0.16	0.9	1	-36	0.9	5	1568
Clc1ccccc1CSc1ncn(-c2ccccc2)n1	0.9	x	5	-4	0.11	0.8	2	-4	0.9	23	1502
c1ccc2c(c1)nc(NCC1CCCO1)c1nnnn12 (stereo not given)	0.9	12	-5	-3	x	0.7	-5	13	0.9	25	1503
CN(C#N)c1nccc(-c2cccs2)n1	1.1	-9	-5	0	-0.033	1	-7	-1	1.1	-3	1489
CNC(=O)NC(=O)C(C)OC(=O)c1cc2c(s1)CCCCC2 (stereo not given)	0.8	-10	7	7	x	0.9	9	-2	0.9	11	1685
CC(C)(C)C(=O)/C=c1\s/c(=C\c2ccc(-c3ccc([N+](=O)[O-])cc3)o2)c(=O)n1CC(=O)NC(N)=O	1.3	6	0	-3	0.8	0.9	0	9	1.4	8	1416
COc1ccc(C(=O)c2ccc(N3CCOCC3)cc2)c(OC)c1	1.1	x	0	-7	0.011	0.9	6	12	1	9	1397
Cc1ccc(C2=NN(C(=O)CSc3nc(N)cc(N)n3)C(c3ccco3)C2)cc1 (stereo not given)	1	-2	0	-6	0.079	0.8	-4	-1	1	16	1476
CSc1nnc(-c2cc(-c3ccc(C)cc3)nc3ccccc23)o1	1.2	-10	3	5	x	1	9	-3	1.2	1	1594
CC(CNCc1ccc2c(c1)OCO2)NCc1ccc2c(c1)OCO2 (stereo not given)	0.9	-13	23	-3	x	0.8	3	-1	0.9	18	1765
CCCCSc1nc(C)cc(SCC(=O)N/N=C/c2ccccc2)n1	0.9	1	-1	2	-0.56	1	3	8	0.9	4	1569
Cc1nc(NC(=O)CSc2cc(C)c3ccccc3n2)c(Cl)cc1Cl	1.2	-8	-3	-3	x	0.9	-8	-18	1.2	12	1679
COC(=O)CCNc1ccc2c(c1)OCCO2	0.6	-23	2	7	1.5	0.7	2	9	0.8	26	1645
CC(C)N(CC#CCC(O)(c1ccccc1)C1CCCC1)CCO (stereo not given)	1	-15	3	-7	0.095	0.4	-12	12	0.4	60*	1404
Cn1ccsc1=NC(=O)c1ccc(Cl)cc1	0.9	-2	7	0	1.1	0.9	-1	10	0.9	7	1396
O=S(=O)(c1ccc(Br)s1)N1CCN(Cc2ccc3c(c2)OCO3)CC1	0.8	x	9	-1	-1.1	0.8	4	4	0.8	20	1442
Cc1nnc(C)n1/N=C/c1cc(Br)cc(Br)c1O	1.2	x	2	16	2.4	0.9	12	8	1	15	1752
O=C(CC12CC3CC(CC(Br)(C3)C1)C2)Nc1cccc(S(=O)(=O)NC2=NCCC2)c1	1.1	5	5	-6	-0.052	0.9	-1	8	1.2	8	1606
O=C(COc1ccc(Br)cc1Br)NC1CCCC1	1	1	-3	3	-0.026	0.9	-11	5	1	11	1529
COC(=O)CCCCCCCCC(O)CN1CCCCC1 (stereo not given)	1.1	-4	-2	0	0.75	1	-5	1	1.1	3	1423
O=C(Nc1cccc(S(=O)(=O)C(F)F)c1)c1ccc(S(=O)(=O)N2CCCC2)cc1	0.9	3	8	2	-0.0089	0.8	10	3	0.9	18	1642
COc1ccc(OC)c2sc(NC(=O)C(C)C)nc12	0.9	-34	16	14	x	0.9	11	17	0.8	6	1784
COC(=O)c1oc2ccc(OC)cc2c1N	1	-23	5	-2	x	1	4	-1	1	2	1405
CCOC(=O)C1C(=O)C=C(C)C(C(=O)OCC)C1c1ccc(OC)cc1 (stereo not given)	0.9	-8	5	4	x	0.9	9	10	1	5	1440
C/C(=C\C(=O)O)C(=O)Nc1nccs1	1.1	x	2	5	2.1	1	2	0	1	3	1469
Cc1cc(C)n(-c2ncnc3sc4c(c23)CC(C)CC4)n1 (stereo not given)	1	-42	0	1	x	0.9	7	2	1	10	1588
NC(Cc1cccc2nsnc12)C(=O)O (stereo not given)	1	-28	5	4	x	0.8	4	2	0.9	17	1555
O=C(Nc1cccc(C(F)(F)F)c1)c1ccco1	0.9	21	9	0	0.67	0.9	8	-3	0.9	11	1577

Exported as labelled records: four of the compounds above
> CNC(=O)NC(=O)C(C)OC(=O)c1cc2c(s1)CCCCC2 (stereo not given)
  PMI act hi M6P: 0.8	S1P3 antagonist: -10	PPARg SRC3 recr: 7	PPARg SRC-1 ag: 7	ROMK primary: x	Diaphorase act: 0.9	PPARg SRC-2 ag: 9	G6PDH counter: -2	PMI act: 0.9	Diaph inh CS: 11	SRC2 TRFRET art: 1685

> O=C(COc1ccc(Br)cc1Br)NC1CCCC1
  PMI act hi M6P: 1	S1P3 antagonist: 1	PPARg SRC3 recr: -3	PPARg SRC-1 ag: 3	ROMK primary: -0.026	Diaphorase act: 0.9	PPARg SRC-2 ag: -11	G6PDH counter: 5	PMI act: 1	Diaph inh CS: 11	SRC2 TRFRET art: 1529

> O=C(CC12CC3CC(CC(Br)(C3)C1)C2)Nc1cccc(S(=O)(=O)NC2=NCCC2)c1
  PMI act hi M6P: 1.1	S1P3 antagonist: 5	PPARg SRC3 recr: 5	PPARg SRC-1 ag: -6	ROMK primary: -0.052	Diaphorase act: 0.9	PPARg SRC-2 ag: -1	G6PDH counter: 8	PMI act: 1.2	Diaph inh CS: 8	SRC2 TRFRET art: 1606

> COC(=O)CCNc1ccc2c(c1)OCCO2
  PMI act hi M6P: 0.6	S1P3 antagonist: -23	PPARg SRC3 recr: 2	PPARg SRC-1 ag: 7	ROMK primary: 1.5	Diaphorase act: 0.7	PPARg SRC-2 ag: 2	G6PDH counter: 9	PMI act: 0.8	Diaph inh CS: 26	SRC2 TRFRET art: 1645

4 entries out of the list above, arranged by their value in PPARg SRC-2 ag, low to high.
structure	PMI act hi M6P	S1P3 antagonist	PPARg SRC3 recr	PPARg SRC-1 ag	ROMK primary	Diaphorase act	PPARg SRC-2 ag	PMI act	Diaph inh CS
c1ccc2c(c1)nc(NCC1CCCO1)c1nnnn12 (stereo not given)	0.9	12	-5	-3	x	0.7	-5	0.9	25
CC(C)CCn1c(Br)nc2c1c(=O)n(CC(N)=O)c(=O)n2C	1	-3	-7	2	x	0.9	0	1.1	14
CCN(CC)C(=O)CSc1nnc(COc2ccccc2)n1CC	1	x	4	2	x	0.9	6	1	7
N#Cc1c(NC(=O)CSc2nc(-c3ccco3)cc(C(F)(F)F)n2)sc2c1CCCC2	0.9	12	2	4	x	0.8	11	0.9	19

The order is random, and some 3.3% of all compounds hit somewhere here.
